# TRPV1 agonist: agonists of human vanilloid receptor 1 (TRPV1); Q8NER1; hit rate 0.19% among 320,000; TRPV1-expressing cells, Fluo-8 calcium influx, agonist mode; activation, % at 8.33 µM; in the data active = activation above about 80%; inconclusive = between about 30% and that limit; also: 0% is about no effect
#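 TRPV1-expressing cells were cultured overnight at 35.5C and loaded with Fluo-8 calcium dye for 40 to 90 min at room temperature. After a 10 s baseline, compound was added and calcium influx was read kinetically for 3 min (ex 480/em 520 nm).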
# BRCA1 expr up: activators of BRCA1 expression | MCF7-BRCA1-FFLuc reporter, luminescence, 48 h; response scale: scaled: vehicle 0%, 10 µM genistein 100% | Potency, µM (highest dose often 46.1 µM), inactives show at the highest dose activation, hits mostly activators | hit rate 1.1% among 380,000 | AID 624202; also: potency is read from the fitted curve at half-maximal effect; nearly all actives have a fitted effect of over 80% in size; some results filed as inactive show a strong effect at the top dose
#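 Activators of BRCA1 expression were detected as increased firefly luciferase luminescence in engineered MCF7 cells after 48 h compound incubation. Signals were scaled to genistein 10 microM as full activation.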
# PTAP TSG101 blk: blocks PTAP/TSG101 interaction to inhibit HIV-1 budding. Q99816. Fluorescence polarization, FITC-PTAP peptide / Tsg101 binding. Potency, µM (top dose mostly 115 µM), without a hit: at the highest dose activity change, negative = inhibition, most hits filed as inhibitors. 340,000 tested, under 10 active. AID 493005; active = well fitted inhibition curve with a large enough effect in the main read-out, with a control signal flat, not every such curve was filed as active; inconclusive = small, poorly fitted or top-dose-only effect, or effect the other way, or a change in a side signal; inactive = no such curve, though single readings can be large or run the other way; also: potency is read from the fitted curve at half-maximal effect; % of control where 0% means no effect
# Target sequence (Q99816 whole entry, looked up): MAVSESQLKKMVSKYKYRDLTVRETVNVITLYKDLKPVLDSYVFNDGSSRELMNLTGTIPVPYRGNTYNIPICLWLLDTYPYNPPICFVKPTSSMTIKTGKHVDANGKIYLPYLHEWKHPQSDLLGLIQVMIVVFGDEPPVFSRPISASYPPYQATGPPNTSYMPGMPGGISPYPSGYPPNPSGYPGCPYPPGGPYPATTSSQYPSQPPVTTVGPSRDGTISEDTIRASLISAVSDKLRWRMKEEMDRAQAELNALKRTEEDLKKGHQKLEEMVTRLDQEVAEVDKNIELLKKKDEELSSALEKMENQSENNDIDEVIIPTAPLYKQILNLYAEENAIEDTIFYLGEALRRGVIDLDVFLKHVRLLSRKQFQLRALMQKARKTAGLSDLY
#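 FP read-out: FITC-PTAP peptide, 50 nM final, binding Tsg101 binding domain, 10 uM final; 20 min, r.t.; 10 mM HEPES pH 7.5, 0.15 M NaCl, 0.01% Tween 20, 3 mM EDTA, 0.1 mM TCEP.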
# A-T KAP1 phos: candidate therapy for ataxia-telangiectasia | […] A-T fibroblasts, KAP-1 phosphorylation AlphaLISA; neocarzinostatin DNA damage 30 min before lysis | Potency, µM (series often up to 57.5 µM), for inactives: at the highest dose activation, actives largely listed as activators | hit rate 0.19% among 320,000; also: potency is read from the fitted curve at half-maximal effect; % of control where 0% means no effect; nearly all actives have a fitted effect of over 45% in size
#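 hTERT-immortalized A-T patient fibroblasts ([…]), 500 cells/well in OPTI-MEM, 1% FBS, got compounds for 60 min, then NCS for 30 min at 37C. Lysates were then assayed for phospho-KAP-1 by AlphaLISA (anti-pKAP1 donor, anti-KAP1 acceptor beads), 6 hr at 25C.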
# CXXC DNA block: blocks binding of human MLL CXXC domain to DNA; Q03164; hit rate 0.037% among 290,000; MLL-CXXC / FITC-HOXA9 DNA fluorescence polarization; Potency, µM (series often up to 115 µM), for inactives: top-dose activity change, negative = inhibition, usual class: inhibitors; active = well fitted inhibition curve with a large enough effect in the polarisation, with a control signal flat, not every such curve was filed as active; inconclusive = small, poorly fitted or top-dose-only effect, or effect the other way, or a change in a side signal; inactive = no such curve, though single readings can be large or run the other way; the % refers to the polarisation; also: potency is read from the fitted curve at half-maximal effect
#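 Purified MLL-CXXC (added from a 7 uM solution) was preincubated 5 min at ambient with pinned compounds in 50 mM Tris-HCl pH 7.5, 50 mM NaCl, 1 mM DTT, 0.05% BSA. Fluorescein-labeled HOX-A9 DNA (50 nM solution) followed, 30 min, then polarization read.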
# p53 reactivation: restores transcriptional activity of mutant p53 | hit rate 0.063% among 320,000 | AID 504706 | H1299 p53-A138V BP100-luciferase reporter, luminescence, 24 h | Potency, µM (top dose mostly 92.2 µM), without a hit: at the top dose activity change, positive = activation, hits mostly activators; also: potency is read from the fitted curve at half-maximal effect; % of control where 0% means no effect; nearly all actives have a fitted effect of over 45% in size
#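 p53-null H1299 cells stably carrying temperature-sensitive p53-A138V and a BP100-luciferase reporter were pinned with compounds (4-point, 1:5 series) and held 24 hrs at 37 deg C. Luminescence was read 10 min after detection reagent.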
# Integrin act MD: integrin-mediated muscular dystrophy alleviation activation; hit rate 0.064% among 350,000; Potency, µM (top dose mostly 38.3 µM), without a hit: top-dose activation, actives largely listed as activators; alpha7betagal myoblasts, beta-gal FDG fluorescence, 48 h;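 also: potency is read from the fitted curve at half-maximal effect; 100% = response of the positive control SU9516; nearly all actives have a fitted effect of over 60% in size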
#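 alpha7betagal+/- myoblasts (passage 13, 250/well) treated 48 h at 37C with compounds at 1:260 dilution of DMSO stock. Lysed, then beta-galactosidase activity read as FDG fluorescence (ex 480/em 540) after 30 min, with pre-read for autofluorescence.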
# TCR activator: T cell receptor activation | Potency, µM (top dose mostly 9.22 µM), inactives show at the top dose activation of IL-2 secretion, most hits filed as activators | 330,000 tested, under 10 active | primary human leukocytes, anti-CD3, IL-2 HTRF, 48 h | AID 504894; also: % of control where 0% means no effect
#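 Readout: HTRF IL-2, Eu-cryptate/d2 antibody pair, 320nm excitation, 665nm emission. Stimulus: a-CD3 beads, no co-stimulation. Cells: primary human leukocytes. Exposure: 48 hr with compound.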
# B2AR arrestin: agonists driving beta-arrestin recruitment to human beta2-adrenergic receptor | Potency, µM (top dose mostly 46.1 µM), without a hit: at the highest dose activation, actives largely listed as activators | AID 492947 | hit rate 0.02% among 330,000 | beta-arrestin recruitment to beta2AR, cell-based reporter | P07550;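 also: potency is read from the fitted curve at half-maximal effect; 0% = DMSO controls and full agonism = EC100 isoproterenol or metaproterenol; nearly all actives have a fitted effect of over 65% in size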
# Target sequence (P07550 whole entry, looked up): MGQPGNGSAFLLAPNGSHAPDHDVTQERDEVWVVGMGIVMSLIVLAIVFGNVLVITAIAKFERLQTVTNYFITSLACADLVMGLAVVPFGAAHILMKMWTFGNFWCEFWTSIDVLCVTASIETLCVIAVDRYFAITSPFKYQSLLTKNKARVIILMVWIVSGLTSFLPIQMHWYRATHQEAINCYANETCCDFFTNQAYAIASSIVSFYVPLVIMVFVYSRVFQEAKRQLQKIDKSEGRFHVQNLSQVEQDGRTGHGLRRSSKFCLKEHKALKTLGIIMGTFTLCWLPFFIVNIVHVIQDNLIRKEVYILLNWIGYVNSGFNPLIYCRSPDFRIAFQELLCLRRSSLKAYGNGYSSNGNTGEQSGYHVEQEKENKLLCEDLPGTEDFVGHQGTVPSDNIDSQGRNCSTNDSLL
# ELG1 repair inh: ELG1-dependent DNA repair inhibition; HEK293T ELG1-luciferase reporter, luminescence, 16 h; DNA damage induced by 5-fluorouridine; Potency, µM (doses to about 46.1 µM), inactives show at the highest dose activity change, negative = inhibition, usual class: inhibitors; hit rate 2.3% among 330,000; also: potency is read from the fitted curve at half-maximal effect; % is scaled to controls: 0 for no effect and ±100 for the full control effect; nearly all actives have a fitted effect of over 55% in size
#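 DMSO vehicle served as the neutral condition. Each well held 2,000 cells given 5-fluorouridine plus compound; after 16 hr at 37 °C/5% CO2, ONE-Glo was added and luciferase measured 30 min later.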
# An asterisk follows results filed as active; ? = inconclusive; / = not tested or not shown; [ ] = remark or other dose. Unless noted, calls follow the shape of the dose curve; as a rule, active = well fitted curve in the direction sought with a large enough effect; inconclusive = small, poorly fitted or top-dose-only effect, or another doubt; inactive = no such curve, though single readings can be large; an effect the other way counts as inactive or inconclusive.
SMILES,TRPV1 agonist,BRCA1 expr up,PTAP TSG101 blk,A-T KAP1 phos,CXXC DNA block,p53 reactivation,Integrin act MD,TCR activator,B2AR arrestin,ELG1 repair inh
Cc1cc(Br)c2[nH]c3c(c2c1)CCCC3=O,2,-7%,-5%,2%,-10%,7%,11%,5%,-0.2%,?
COc1ccccc1C(c1nnnn1Cc1ccco1)N1CCN(c2cccc(C)c2C)CC1 (configuration not stated),3,-48%,-4%,/,5%,3%,-19%,-2%[46.1 µM],-0.3%,?
Nc1ccc2oc(C3CCCCC3)nc2c1,2,?,-1%,-1%,2%,9%,?,-102%,-0.1%,?
COC(=O)CC(C(=O)Nc1cc(C(=O)OC)cc(C(=O)OC)c1)N1CCN(C)CC1 (configuration not stated),/,16%,-13%,/,/,/,-7%,-2%,/,/
COc1ccc(OCc2nn3c(-c4cccc(OC)c4)nnc3s2)cc1,23,17%,-7%,/,5%,-3%,13%,5%,-0.4%,1%
CC1CCN(S(=O)(=O)c2ccc3c(c2)CCN3C(=O)C2CCC2)CC1,18,30%,1%,5%,6%,1%,2%,-6%,-0.2%,11%
O=S(=O)(c1ccc2ccccc2c1)N1CCN(S(=O)(=O)N2CCCCC2)CC1,0,-12%,-8%,0%,16%,-5%,20%,-10%,0.1%,?
Cc1c(C(=O)N2CCOCC2)c(S(=O)(=O)Nc2cccc(C#N)c2)c(C)n1C,-1,0%,-2%,1%,-4%,-3%,4%,2%,-1.0%,4%
CCCc1cc(=O)[nH]c(SCc2nc3ccc([N+](=O)[O-])cc3[nH]2)n1,-1,-42%,-2%,4%,-25%,-4%,21%,5%[46.1 µM],0.5%,?
O=C(Nc1ccnn1C1CCN(C/C=C/c2ccc(F)cc2)CC1)C1CCCC1,1,-1%,-6%,7%,?,19%,-30%,1%,0.0%,0%
COc1ccc(CCN2C(=S)N(C)C(=O)C2CC(=O)Nc2ccc(OC)cc2)cc1 (configuration not stated),1,-19%,-6%,8%,8%,-2%,-11%,2%,0.2%,?
CCNC(=O)Cn1c(=O)c(=O)n(Cc2ccccc2)c2ccc(Cl)cc21,2,-26%,-3%,2%,-10%,-4%,-6%,4%[46.1 µM],-0.4%,-10%
CCOc1ccc(C(=O)C(C)OC(=O)c2cnc(C)cn2)cc1 (configuration not stated),-1,0%,-9%,0%,/,5%,9%,0%,-0.2%,12%
COc1cc(/C=C2/SC(=S)N(Cc3ccccc3)C2=O)ccc1OS(C)(=O)=O,0,-4%,0%,-8%,-1%,?,-2%,-10%,-0.3%,-15%
COc1ccc(C(Nc2ccccn2)c2c(NC(=O)c3ccco3)sc(C)c2C)cc1 (configuration not stated),0,-33%,/,0%,11%,16%,/,3%[46.1 µM],4.4%,-14%
c1coc(CN2CN=C(Nc3nc4ccccc4s3)NC2)c1,1,62%,-7%,-9%,-6%,18%,-2%,/,-0.3%,?
O=C(NCCC(=O)N(CCc1ccccc1)Cc1ccccc1)c1ccccc1Cl,?,-13%,-3%,7%,/,-3%,0%,-5%,-0.2%,7%
Cc1cccc(N2CCN(C(=O)CCC(=O)N3Cc4ccccc4Oc4ncccc43)CC2)c1C,3,-50%,-8%,14%,0%,0%,4%,-5%,-0.1%,?
CC1(C)Cc2c(cnn2-c2ccc(F)cc2)C(NC(=O)CCN2CCCCO2)C1 (configuration not stated),0,-8%,-2%,1%,-1%,9%,5%,-2%,-0.5%,16%
CC(=O)c1c(OC(=O)c2cccc(Cl)c2)c2ccccc2n1C,/,-34%,3%,5%,54%[activator],-1%,19%,-1%,-0.1%,?

# 2 of the compounds above, field by field.
CCOc1ccc(C(=O)C(C)OC(=O)c2cnc(C)cn2)cc1 (configuration not stated)
  TRPV1 agonist: -1	BRCA1 expr up: 0%	PTAP TSG101 blk: -9%	A-T KAP1 phos: 0%	CXXC DNA block: /	p53 reactivation: 5%	Integrin act MD: 9%	TCR activator: 0%	B2AR arrestin: -0.2%	ELG1 repair inh: 12%
COc1cc(/C=C2/SC(=S)N(Cc3ccccc3)C2=O)ccc1OS(C)(=O)=O
  TRPV1 agonist: 0	BRCA1 expr up: -4%	PTAP TSG101 blk: 0%	A-T KAP1 phos: -8%	CXXC DNA block: -1%	p53 reactivation: ?	Integrin act MD: -2%	TCR activator: -10%	B2AR arrestin: -0.3%	ELG1 repair inh: -15%

# Following part.
SMILES,TRPV1 agonist,BRCA1 expr up,PTAP TSG101 blk,A-T KAP1 phos,CXXC DNA block,p53 reactivation,Integrin act MD,TCR activator,B2AR arrestin,ELG1 repair inh
O=C1CSC(c2ccccc2)N1CC(O)c1ccc([N+](=O)[O-])cc1 (configuration not stated),0,-9%,-3%,-1%,3%,6%,9%,1%,0.1%,?
CN(C)CCNc1c2c(nc3ccccc13)CCC2,5,10%,-2%,-23%,-12%,-8%,-53%[inhibitor],/,0.0%,-6%
COc1ccc(CC2S/C(=N/N=C/c3ccccc3O)NC2=O)cc1 (configuration not stated),-1,-58%,2%,-5%,11%,7%,-37%,-5%,-0.9%,?
COc1ccc(CCNC2=C(Cl)C(=O)N(CCc3ccc(OC)c(OC)c3)C2=O)cc1OC,2,-23%,1%,2%,28%,-8%,3%,3%,0.5%,13µM*
CCCC(NCC(=O)Nc1cc(S(=O)(=O)N2CCOCC2)ccc1OC)c1ccccc1 (configuration not stated),7,-37%,-4%,11%,/,2%,0%,-2%,-0.1%,-25%
Cc1cc(C)n2nc(C(=O)OCC(=O)c3cc(C)n(C)c3C)nc2n1,-3,-12%,-5%,1%,-7%,-14%,1%,1%,-0.2%,13%
O=C(CCN1CCN(c2ccccc2)CC1)NNC(=O)Cc1ccccc1Cl,0,2%,-1%,3%,/,-1%,-29%,/,0.1%,1%
CC(C)C[C@@H]1NC(=O)N(CCN2CCOCC2)C1=O,1,-17%,-4%,3%,-1%,-1%,3%,1%,-0.5%,8%
Cc1c(O)ccc2cc(S(=O)(=O)c3ccccc3)c(=O)oc12,15,-47%,0%,13µM*,?,2%,14%,2%,0.1%,?
CC(C)OCCCNC(=O)c1ccc(CN2CCc3ccccc3C2)cc1,7,-4%,0%,6%,-3%,-3%,-13%,-3%,-0.5%,?
COc1ccc(-c2cc(C(=O)NCC3CCCO3)on2)cc1OC (configuration not stated),0,3%,0%,-5%,12%,12%,-2%,-7%,0.1%,?
COc1ccc(C(=O)NCc2ccco2)cc1S(=O)(=O)N1CCOCC1,2,-4%,-2%,0%,1%,-6%,8%,2%,-1.0%,-1%
Nc1ncnc2nc(SCCN3CCCCC3)[nH]c12,-4,9%,-1%,5%,3%,-14%,1%,-2%,-0.4%,?
CCCN1C(=O)/C(=C/c2cc(C)n(C)c2C)SC1=Nc1ccc(OC)cc1,23,-49%,-2%,-5%,12%,-2%,-44%[inhibitor],-4%,0.2%,-27%
COCCN(C(=O)COC(=O)CCCOc1ccc(OC)cc1)c1c(N)n(Cc2ccccc2)c(=O)[nH]c1=O,1,-5%,2%,0%,/,-4%,-15%,2%,0.2%,21%
CCN(CC(=O)Nc1ccccc1C(F)(F)F)C(=O)C1CCN(C(=O)Nc2ccccc2)CC1,1,1%,1%,4%,/,-3%,-4%,3%,0.1%,4%
c1c[nH]c(CN2CCN(Cc3ncc[nH]3)CC2)n1,/,9%,-3%,/,/,/,2%,2%,/,/
C=CCn1c(SCC(=O)Nc2ccc(F)cc2F)nc2c([nH]c3ccccc32)c1=O,2,-19%,-1%,3%,-3%,25%,9%,-2%,0.4%,-6%
Cc1ccc(S(=O)(=O)N(CC(=O)N=Nc2c(O)[nH]c3ccccc23)c2cccc(C)c2)cc1,-5,-49%,3%,-3%,10%,9%,20%,3%[46.1 µM],-0.4%,21µM*
CCCCCSc1nncc(=O)[nH]1,0,15%,-5%,2%,-12%,-4%,14%,0%,-0.3%,8%
N#CC(c1ccc(F)cc1)c1ccc(C(=O)c2ccccc2)cc1 (configuration not stated),23,-31%,1%,0%,8%,-3%,20%,-7%,0.3%,-15%

# Filtered by structure, the compounds so far with a nitro group on carbon
SMILES,TRPV1 agonist,BRCA1 expr up,PTAP TSG101 blk,A-T KAP1 phos,CXXC DNA block,p53 reactivation,Integrin act MD,TCR activator,B2AR arrestin,ELG1 repair inh
CCCc1cc(=O)[nH]c(SCc2nc3ccc([N+](=O)[O-])cc3[nH]2)n1,-1,-42%,-2%,4%,-25%,-4%,21%,5%[46.1 µM],0.5%,?
O=C1CSC(c2ccccc2)N1CC(O)c1ccc([N+](=O)[O-])cc1 (configuration not stated),0,-9%,-3%,-1%,3%,6%,9%,1%,0.1%,?

# This is a random part of the collection; overall some 3.8% were active at least once.
